Screening results from PubChem BioAssay.
SRC3 TRFRET art: flags TR-FRET format artefacts in PPARgamma SRC-3 recruitment agonist screen. AID 1048. actives 0.39% (n = 99,000). TR-FRET artefact counter-screen, PPARgamma/SRC-3 format; stronger effect = higher value. TR-FRET ratio at 8 µM; in the data active = TR-FRET ratio above about 2000; note: inactives centre near 1600; reference of the scale not given here
SRC1 TRFRET art: TR-FRET artefact, counter-screen to PPARgamma/SRC-1 agonist assay; TR-FRET ratio at 8 µM; TR-FRET detection artefact counter-screen, emission ratio; stronger effect = higher value; AID 1051; actives 0.34% (n = 99,000); in the data active = TR-FRET ratio above about 2300; note: inactives centre near 1800; reference of the scale not given here
Active calls of the source: *; & = joins results of further samples. An excerpt (hit frequency here may not be typical).

SMILES	SRC3 TRFRET art	SRC1 TRFRET art
Cc1ccc(S(=O)(=O)N2CCC(C(=O)N/N=C/c3ccncc3)CC2)cc1	1411	1748
COc1ccc(-c2cc(-c3ccccc3)nc3ncnn23)cc1	1563	1632
O=C(Cn1ncc(N2CCCC2)c(Cl)c1=O)c1ccc(Cl)cc1	1672	1939
Fc1ccccc1C1c2[nH]c3ccccc3c2CCN1CCCn1cccn1 (stereo not drawn)	1502	1792
COc1ccc(C(=O)OCN2C(=O)c3ccccc3C2=O)cc1	1663	1538
O=C(Oc1ccc(OC(=O)c2ccco2)c(S(=O)(=O)c2ccc(Cl)cc2)c1)c1ccco1	1346	1714
O=C(COC(=O)c1nc(Cl)ccc1Cl)NCc1ccccc1	1558	2018
O=C(O)/C=C/C(=O)N1CCN(S(=O)(=O)c2cc(C(F)(F)F)ccc2Cl)CC1	1627	2050
Cc1ccc(C(=O)NC(=S)NCCN2CCOCC2)cc1	1637	1714
O=C(CCCc1nc(-c2ccccc2Cl)no1)N1CCOCC1	1617	1938
COC(=O)c1ccc(C(=O)OC)c(NC(=O)CN(C)Cc2ccc(Cl)c(Cl)c2)c1	1600	1623
O=C1CCN(C(=S)NCc2ccccc2)CC1	1365	1876
O=C(Nc1ccc2c(c1)CCC2)c1cccs1	1607	1987
CCC1CCCCN1CCCNC(=O)c1cc2c(=O)[nH]c3ccccc3c2n1C (stereo not drawn)	1486	1811
O=C(c1ccc2c(c1)[nH]c(=S)n1c3ccccc3nc21)N1CCN(c2cccc(Cl)c2)CC1	1598	1945
CCOC(=O)c1c(N2C(=O)CC(Sc3ccccc3C(=O)O)C2=O)sc2c1CCCC2 (stereo not drawn)	1541	1900
O=C(COc1ccc(S(=O)(=O)Nc2ccccc2)cc1)NCc1cccnc1	1768	2144
COc1ccccc1C(=O)N/C(=C\c1ccc(Br)cc1)C(=O)NCCC(=O)O	1445	1544
COc1ccccc1N(CC(=O)NC(C)C)S(=O)(=O)c1cccs1	1674	1709
Cc1cc(NC(=O)C2CCCCC2)ncc1NC(=O)c1ccccn1	1645	1923
CC1=Nc2cccc([N+](=O)[O-])c2NC(=O)C1	1692	2007
CN(C)/C=C/C(=O)c1cccc([N+](=O)[O-])c1	1296	1705
Cn1nc(C(=O)Nc2sc3c(c2C#N)CCCC3)ccc1=O	1537	1767
C=C(C)C1CC=C(C)/C(=N/NC(=O)c2ccccc2[N+](=O)[O-])C1 (stereo not drawn)	1635	1636
Cc1nn(CC(=O)Nc2ccc(Cl)cn2)c(C)c1Br	1445	1820

Next section, overlapping the part above by 5 compounds.
SMILES	SRC3 TRFRET art	SRC1 TRFRET art
CC1=Nc2cccc([N+](=O)[O-])c2NC(=O)C1	1692	2007
CN(C)/C=C/C(=O)c1cccc([N+](=O)[O-])c1	1296	1705
Cn1nc(C(=O)Nc2sc3c(c2C#N)CCCC3)ccc1=O	1537	1767
C=C(C)C1CC=C(C)/C(=N/NC(=O)c2ccccc2[N+](=O)[O-])C1 (stereo not drawn)	1635	1636
Cc1nn(CC(=O)Nc2ccc(Cl)cn2)c(C)c1Br	1445	1820
CCN(Cc1ccccc1)C(=O)C1CCN(C/C(C)=C/c2ccccc2)CC1	1520	1727
O=C(Nc1ccccc1N1CCCC1)c1cc(Cl)ccc1Cl	1778	1650
Cc1cc(Cl)ccc1NC(=S)NCc1ccc(S(N)(=O)=O)cc1	1773	2016
c1ccc(Cn2c(NCc3ccncc3)nc3ccccc32)cc1	1651	1993
c1ccc(N/N=C(\Cc2ncc[nH]2)c2ccccc2)cc1	1640	1962
CC(C)(C)NC(=O)C(=O)NCc1ccncc1	1444	1593
CC(C)C(=O)NC(=S)N1CCc2ccccc21	1358	1803
CSc1ccc(/C=N/NC(=O)c2cccc(Cl)c2)cc1	1664	1751
CCOC(=O)c1c(C)[nH]c(C)c1C(=O)COC(=O)c1cc2ccccc2cc1O	1766	2168
Cc1ccc(C)c(NC(=S)Nc2ncccc2C)c1	1777	1717
CCCSc1nc(N)cc(=O)[nH]1	1450	1849
Cc1nonc1CC(=O)N1CCc2c([nH]c3ccccc23)C1c1ccccc1F (stereo not drawn)	1506	1651
CCC(=O)NCCCNc1nc2c(C)cccc2cc1C#N	1633	1885
CCOc1ccc(-n2c(=O)c3sccc3n(CC(=O)Nc3cccc(OC)c3)c2=O)cc1	1586	1789
CCn1c2ccccc2c2cc(N=C3SC(CC(=O)Nc4ccccc4OC)C(=O)N3CCOC)ccc21 (stereo not drawn)	1595	1599
CC(NC(=S)Nc1c(Cl)cccc1OC(F)F)C(C)(C)C (stereo not drawn)	1475	1775
COc1cc2c(cc1OC)C1=CC(=O)C(=O)N1C(C)(C)C2	1775	1886
O=C(CN(C(=O)CNC(=O)c1ccco1)c1ccc2c(c1)OCCO2)NC1CCCC1	1688	1838
Cc1ccn2cc(-c3cccc(NC(=O)c4ccccc4)c3)nc2c1	1747	1937
CCN(CC)S(=O)(=O)c1ccc(Oc2ccccc2)c(N)c1	1585	1875
O=C1OCCC1Sc1nnc(-c2ccc(F)cc2)n1Cc1ccccc1 (stereo not drawn)	1461	1794
O=C(CC(=O)c1ccccc1)Nc1cccnc1Cl	1729	1530
COC(=O)c1c(NC(=O)COc2ncnc3ccccc23)sc(C)c1C	1648	1863
CCn1c(=O)cc(OCC(=O)Nc2ccc(OC)c(OC)c2)c2ccccc21	1746	2189
COCC(=O)Nc1ccc(F)cc1	1490	1830

Entries of single compounds, looked up by structure. Order of values: SRC3 TRFRET art	SRC1 TRFRET art
CCOC(=O)c1c(N2C(=O)CC(Sc3ccccc3C(=O)O)C2=O)sc2c1CCCC2 (stereo not drawn) across the screens: 1541	1900
O=C1OCCC1Sc1nnc(-c2ccc(F)cc2)n1Cc1ccccc1 (stereo not drawn) across the screens: 1461	1794

Following part:
SMILES	SRC3 TRFRET art	SRC1 TRFRET art
CCCCCN=CC1=C(O)CC(c2ccccc2)CC1=O (stereo not drawn)	1385	1807
COc1cc2c(cc1O)C(Cc1ccc(O)cc1)NCC2 (stereo not drawn)	1349	1787
O=C(Nc1cccc(S(=O)(=O)N2CCOCC2)c1)c1ccc(Cl)c([N+](=O)[O-])c1	1920	1835
CCOC(=O)C1=C(CNCc2ccc(F)cc2)NC(=O)NC1c1cccc([N+](=O)[O-])c1 (stereo not drawn)	1579	1841
Cc1ccc(S(=O)(=O)N(CC#N)CC#N)cc1	1417	1949
O=C(CC1(O)C(=O)N(C/C=C/c2ccccc2)c2ccccc21)c1ccccn1 (stereo not drawn)	1585	1657
O=c1[nH]c(/C=C2\C=Nc3ccccc32)c(O)n1Cc1ccccc1F	1357	1629
COc1cc(C(=O)NCc2ccc(-c3nc4ccccc4s3)cc2)cc(OC)c1OC	1680	1855
CCN(C(=O)CSc1cc(C)c2cccc(C)c2n1)C1CCS(=O)(=O)C1 (stereo not drawn)	1712	1852
CCc1n[nH]c(=S)n1/N=C/c1ccc(N(CC)CC)cc1	1602	1747
COc1cc(OC)cc(C(=O)Nn2cc(C(=O)Nc3c(F)cccc3F)c3ccccc3c2=O)c1	1668	1976
COc1ccc(C(=O)N2C(=S)NC(=O)/C2=C\c2ccc(C)cc2)cc1	1586	1752
COc1cccc(N2CCN(C(=O)c3nc4nc(C)cc(C)n4n3)CC2)c1	1643	1876
CC(=O)N1CCc2cc(Br)cc(S(=O)(=O)CCC(=O)Nc3c(C)n(C)n(-c4ccccc4)c3=O)c21	1503	1802
CCC(C)Nc1nc(Cl)nc(N(C#N)CN2C(=O)c3ccccc3S2(=O)=O)n1 (stereo not drawn)	1422	1820
CC(C)Cc1nnc(NC(=O)CSc2nc(O)c(Cc3ccccc3)c(=O)[nH]2)s1	1456	1976
Cc1nn(-c2ccc(F)cc2)c(C)c1/C=C/C(=O)N1CCNC(=O)C1	1564	2024
COc1ccc(-c2ccc(C#N)c(SCC(=O)NCCc3ccccc3)n2)cc1OC	1706	1821
O=C(NCc1cccnc1)c1cc([N+](=O)[O-])ccc1N1CCOCC1	1430	1615
Fc1ccccc1Cc1noc(CN2CCC(OCc3cccnc3)CC2)n1	1550	1903
O=C(NC(=S)NCCc1ccccn1)c1ccccc1	1763	1851
O=C(NCCSc1ccccn1)c1ccc(Cl)cc1Cl	1637	1878
Cc1ccc(-n2c(-c3ccccc3)c[n+]3c2CCc2ccccc2-3)c(C)c1	1568	1852
O=C(N/N=C/c1ccco1)C12CC3CC(CC(C3)C1)C2	1511	1700
Cc1[nH]c2ccccc2c1C(c1ccncc1)N1CCCCC1 (stereo not drawn)	1485	1579

Other results.
SMILES	SRC3 TRFRET art	SRC1 TRFRET art
Cc1cc(C)nc(SCC(=O)N/N=C/c2cc(C)n(-c3ccccc3C)c2C)n1	1381	1917
Fc1cccc(Cl)c1-c1nnc2ccc3ccccc3n12	1519	1689
CC(C)CC1NC(=O)N(CC(=O)N2c3ccccc3NC(=O)C2(C)C)C1=O (stereo not drawn)	1776	1883
Cc1ccc2nc(Cn3cc(C(F)(F)F)cc(Cl)c3=O)cc(=O)n2c1	1306	1644
COc1ccc2[nH]c3c(=O)n(Cc4ccc(C(=O)NCC5CCCO5)cc4)c(=S)[nH]c3c2c1 (stereo not drawn)	1850	2155
O=C(N/N=C/c1cccc(O)c1)NC1CCCCC1	1424	1959
Cc1cccc(N/N=C/c2ccccc2O)c1	1694	1572
CC(=O)Nc1ccc(S(=O)(=O)Nc2nc3ccccc3nc2Nc2ccc(S(N)(=O)=O)cc2)cc1	1612	1888
COc1ccc(C(=O)NCC(=O)N2CCCCC2)cc1OC	1739	2021
CCN1CCN(c2ncnc3c2sc(=S)n3-c2ccccc2)CC1	1574	1948
COc1ccc2oc(C(=O)NC(C)(C)C)c(C)c2c1	1439	1744
O=C1CN(O)C=C2N=c3ccccc3=C2N1c1ccc([N+](=O)[O-])cc1	1561	1490
S=c1sc2c(Cl)ncnc2n1-c1ccccc1	1443	1767
CC(=O)Nc1ccc(Nc2cc(C)nc3c(-c4ccc(Cl)cc4)c(C)nn23)cc1	1451	1943
CN1CCN(NC(=O)c2cc(-c3ccccn3)nc3ccccc23)CC1	1668	1774
CN(C)CCCNC(=O)CC(c1ccc(F)cc1)c1ccco1 (stereo not drawn)	1585	1716
COc1ccc(S(=O)(=O)N2CCC(O)(c3cccnc3)CC2)cc1OC	1510	1619
CC(=O)NCC(=O)N1CCCC(C(=O)c2ccc(Oc3ccccc3)cc2)C1 (stereo not drawn)	1547	1727
Cc1cc(C)nc(SCCC(=O)Nc2ccccc2Cl)n1	1457	1584
CCOC(=O)c1ccc(NC2c3ccccc3C(=O)N2c2cccnc2)cc1 (stereo not drawn)	1654	1724
Cc1c(NC(=S)Nc2cccc(Cl)c2)c(=O)n(-c2ccccc2)n1C	1684	1808
CCO[C@H]1OC(C(=O)N2CCN(C)CC2)=C[C@@H](c2ccc(Br)cc2)[C@@H]1CCCO	1606	1597
Cc1cccc(C(=O)Nc2ccccc2C(=O)NCc2cccnc2)c1	1449	1596
Cc1cc(C)c(C(=O)N2CCCC(CNC(=O)C3(c4ccc(Cl)cc4)CC3)C2)c(=O)[nH]1 (stereo not drawn)	1576	1592
NC(=O)COC(=O)c1ccc2c(c1)S(=O)(=O)N=C1CCCCCN12	1704	1734

Reprinted from the part before: 3 compounds, followed by the next part.
SMILES	SRC3 TRFRET art	SRC1 TRFRET art
Cc1cccc(C(=O)Nc2ccccc2C(=O)NCc2cccnc2)c1	1449	1596
Cc1cc(C)c(C(=O)N2CCCC(CNC(=O)C3(c4ccc(Cl)cc4)CC3)C2)c(=O)[nH]1 (stereo not drawn)	1576	1592
NC(=O)COC(=O)c1ccc2c(c1)S(=O)(=O)N=C1CCCCCN12	1704	1734
CN1CCN(c2ccc([N+](=O)[O-])cc2C(=O)Nc2ccccc2)CC1	1489	1844
O=C(CSc1ccc(-c2ccccc2)nn1)N1CCCCC1	1604	1769
Cc1ccc(C(=O)COC(=O)CCC(=O)Nc2ccccc2Cl)cc1[N+](=O)[O-]	1515	1664
CC1=CC(=C(C#N)C#N)C=C(C)N1CCC(C)C	1636	1820
Cc1nn(C(=O)c2cccs2)c(N)c1-c1ccccc1	1592	1742
N#CC(=C1Nc2ccccc2N1)S(=O)(=O)c1ccccc1	1611	1858
CC(C)COc1ccc(S(=O)(=O)n2cc(F)c(=O)[nH]c2=O)cc1	1460	1757
COc1ccc(/C=C2\CCC(C3CCCC3)C2=O)cc1Cn1cccn1 (stereo not drawn)	1766	1756
COc1ccc(-c2nc(-c3ccccn3)ncc2S(C)(=O)=O)cc1	1441	1523
COc1ccccc1NS(=O)(=O)c1cccc(NC(=O)c2ccc3ccccc3n2)c1	1937	2140
CC(=O)c1nc2ccccc2n1CCc1ccccc1	1375	1765
Cc1cc(=O)oc2cc(OCC(=O)OCC(=O)N(CCC#N)c3ccccc3)ccc12	1725	1968
Cc1ccc(CN(c2ccc(C(=O)N3CCOCC3)cc2)S(C)(=O)=O)cc1	1483	1889
CC(C)[C@H](NC(=O)[C@H](CC(=O)O)NC(=O)[C@H](CCCCN)NC(=O)[C@@H](N)CCCN=C(N)N)C(=O)N[C@@H](Cc1ccc(O)cc1)C(=O)O	1681	1720
CCOC(=O)c1ccc(-n2c(CN3CCOCC3)nc3ccc([N+](=O)[O-])cc3c2=O)cc1	1513	1627
CCC1(C)NC(=O)N(CC(=O)N2N=C(c3ccccc3)CC2c2ccc(OC)cc2)C1=O (stereo not drawn)	1738	1896
CN1CCN(CCCN2c3ccccc3Sc3ccc(C(F)(F)F)cc32)CC1	1599&1645	1856&1984
O=C1CCCC2=C1C(c1ccc(O)c(Br)c1)C1=C(CCCC1=O)N2c1ccccc1	1596	1854
Cc1cc(N)n(-c2ccc(S(N)(=O)=O)cc2[N+](=O)[O-])n1	1591	1864
COC(=O)CN1C(=S)N(c2ccc(OC)cc2)C(=O)/C1=C/c1ccc(N2CCOCC2)cc1	1473	1942

Copied from the list.
Result for Cc1cc(=O)oc2cc(OCC(=O)OCC(=O)N(CCC#N)c3ccccc3)ccc12 in SRC3 TRFRET art: 1725
Result for O=C(CSc1ccc(-c2ccccc2)nn1)N1CCCCC1 in SRC3 TRFRET art: 1604
Result for CN1CCN(c2ccc([N+](=O)[O-])cc2C(=O)Nc2ccccc2)CC1 in SRC1 TRFRET art: 1844
Result for CC1=CC(=C(C#N)C#N)C=C(C)N1CCC(C)C in SRC1 TRFRET art: 1820
